High-throughput results from PubChem.
Rpn11 inh: blocks the human proteasome subunit Rpn11; O00487; human 26S proteasome, Ub4-pepOG fluorescence polarization; 20S core pre-blocked with epoxomicin; calls only at 20 µM; hit rate 0.59% among 360,000; AID 588493;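 active means inhibition at 20 µM, scaled to each plate's controls, above about 33%, limit read from the data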
Tb MetRS inh: Trypanosoma brucei MetRS inhibition; purified T. brucei MetRS, ATP depletion, Kinase-Glo luminescence; inhibition, % at 11.9 µM; hit rate 0.4% among 360,000; AID 624268;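 active means inhibition above a per-plate cutoff of the control wells' mean inhibition plus 3 SD, cut at about 5.5% in these data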;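 further: 0% = DMSO wells median and 100% = median of wells with control inhibitor compound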
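Test system: purified T. brucei MetRS enzyme. Also added: ATP, methionine and E. coli bulk tRNA substrates. Compound: 11.9 µM single point. Schedule: 15 min enzyme-compound preincubation, 2 h reaction, 10 min detection, 25 °C. Signal: luciferase luminescence of residual ATP, Kinase-Glo. Evaluation: percent inhibition versus plate control medians. Controls: DMSO wells, low control.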
PABP1 MLLE inh: inhibitors of microRNA-mediated deadenylation, human PABP1 MLLE binding. GST-MLLE / FITC-PAM2 fluorescence polarization. hit rate 0.36% among 360,000. AID 588489. P11940. inhibition, % at 20 µM; in the data active means inhibition above about 35%, passing the limit was not always enough;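 further: plate controls were DMSO wells with GST-MLLE for no effect and wells lacking GST-MLLE protein for full effect; some results filed as inactive read as strong as hits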
NadD inh: blocks S. aureus nicotinate mononucleotide adenylyltransferase; AID 602399; hit rate 0.78% among 360,000; purified NadD enzyme, colorimetric absorbance read-out; inhibition, % at 20 µM; in the data active means inhibition above about 26%; further: some compounds past the cut are filed as inactive
STEP inh: blocks human striatal-enriched tyrosine phosphatase; recombinant STEP, OMFP fluorogenic substrate, fluorescence; inhibition, % at 20 µM; hit rate 0.25% among 360,000; AID 588621; P54829;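 active means inhibition at 20 µM, scaled per plate between control wells, above about 37%, limit read from the data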;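 further: 0% = DMSO with enzyme and substrate and 100% = substrate only without enzyme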
Target sequence (P54829 whole entry, looked up): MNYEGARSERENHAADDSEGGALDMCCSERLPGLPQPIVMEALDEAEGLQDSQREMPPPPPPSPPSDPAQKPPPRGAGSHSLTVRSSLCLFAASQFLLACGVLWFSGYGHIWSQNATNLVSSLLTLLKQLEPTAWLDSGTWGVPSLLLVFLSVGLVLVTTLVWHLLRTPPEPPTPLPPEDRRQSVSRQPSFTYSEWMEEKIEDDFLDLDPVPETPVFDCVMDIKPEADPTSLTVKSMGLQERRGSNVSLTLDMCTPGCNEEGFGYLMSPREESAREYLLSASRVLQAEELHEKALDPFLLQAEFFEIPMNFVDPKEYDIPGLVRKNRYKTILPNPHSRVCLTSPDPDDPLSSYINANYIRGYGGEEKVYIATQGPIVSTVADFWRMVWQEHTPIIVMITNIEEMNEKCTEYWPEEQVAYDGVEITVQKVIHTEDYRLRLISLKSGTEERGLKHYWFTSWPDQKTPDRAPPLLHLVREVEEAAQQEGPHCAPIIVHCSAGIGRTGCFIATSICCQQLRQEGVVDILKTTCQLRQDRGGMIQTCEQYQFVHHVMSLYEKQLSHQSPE
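Measure: Control-normalized % inhibition with plate pattern correction | Test system: STEP phosphatase, cell-free reaction | Medium: pH 6.0 Bis-Tris with DTT and Tween 20 | Technique: Fluorescence, 480/540 nm | Times: Reaction 20 min, ambient temperature | Doses: Single compound dose of 20 µM, 1% DMSO final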
LMPTP block: blocks human LMPTP phosphatase. P24666. recombinant LMPTP-A, OMFP fluorogenic substrate, fluorescence intensity. inhibition, % at 20 µM. hit rate 0.22% among 360,000;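 active means compounds that cut the enzyme signal by at least half of the control window in the single-dose screen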;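 further: plate controls were DMSO wells with enzyme plus substrate for no effect and substrate without enzyme for full effect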
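Assay system: LMPTP-A, protein tyrosine phosphatase of low molecular weight / Medium: pH 6.0 Bis-Tris buffer with DTT and Triton X-100 / Schedule: 50 min enzyme reaction at room temperature, protected from light / Measured by: endpoint fluorescence intensity from OMFP dephosphorylation / Read-out basis: % inhibition relative to no-enzyme and uninhibited control wells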
SUMO1-SIM PPI: modulators of human SUMO1-mediated protein-protein interactions | SUMO1 binding to a labelled peptide, TR-FRET, 1 h | hit rate 0.33% among 360,000 | AID 602429 | P63165 | inhibition, % at 20 µM; in the data active means inhibition above about 37%
Target sequence (P63165 whole entry, looked up): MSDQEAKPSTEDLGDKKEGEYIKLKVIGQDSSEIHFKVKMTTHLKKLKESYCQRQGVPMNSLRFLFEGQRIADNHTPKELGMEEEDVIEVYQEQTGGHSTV
Scp1 inh: inhibitors of human Scp-1 phosphatase; Q9GZU7; inhibition, % at 20 µM; AID 493091; hit rate 0.88% among 340,000; Recombinant Scp1, phosphopeptide, malachite green phosphate absorbance;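 active means inhibition above about 50% at 20 µM, limit read from the data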;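 further: plate controls were DMSO wells with enzyme for no effect and wells lacking enzyme for full effect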
Target sequence (Q9GZU7 76-261 limits assumed): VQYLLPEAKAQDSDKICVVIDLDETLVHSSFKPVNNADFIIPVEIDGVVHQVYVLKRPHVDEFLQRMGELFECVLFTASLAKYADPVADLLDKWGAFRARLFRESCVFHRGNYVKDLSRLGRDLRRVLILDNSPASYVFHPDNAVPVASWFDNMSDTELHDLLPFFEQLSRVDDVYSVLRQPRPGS
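Material: truncated SCP-1 phosphatase (76-261aa) / Buffer or medium: 50 mM Tris acetate pH 5.5, 0.005% Tween-20, 10 mM MgCl2 / Compound dosing: one concentration, 20 µM, with 1.0% DMSO / Incubation: 45 min room-temperature reaction, 5 min colour, 30 min stabiliser / Detection: colorimetric free-phosphate detection, absorbance 630 nm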
DNMT1 block: inhibitors of human DNMT1; P26358; DNMT1 molecular beacon, Hinp1I cleavage, fluorescence; inhibition (reported as % activation of signal), % at 10 µM; hit rate 0.83% among 360,000; in the data active means inhibition above about 50%
CSN deneddyl inh: CSN deneddylation inhibition. Q92905. Purified CSN, SCF-Nedd8-OG deneddylation, fluorescence polarization. inhibition, % at 12.5 µM. hit rate 0.38% among 360,000. AID 651999;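 active means pattern-corrected inhibition above about 35%, with an unprinted fluorescence ratio check between 0.5 and 1.5, limit read from the data, passing the limit was not always enough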;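 further: 0% = enzyme with substrate and 100% = substrate without enzyme; some results filed as inactive read as strong as hits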
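Assay system: Purified human Csn5 enzyme expressed in HEK293T cells | Amount: Enzyme 0.24 nM | Measured by: Fluorescence polarization readout | Medium: Tris/NaCl/DTT buffer, pH 7.5 | Compound dosing: One concentration, 12.5 µM, 0.25% DMSO | Times: 90 min incubation of compound, enzyme and substrate at room temperature | Control set: no-enzyme wells high, enzyme-with-substrate wells low | Read-out: % inhibition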
Active calls of the source: *; i = inactive; · = no result given; & = joins results of further samples.

1. COc1ccc(N2C(=O)C(OC(C)=O)C2c2ccc(C)cc2)cc1 (stereo not drawn)
2. COc1ccc(C(=O)C2CCCN(C(=O)c3ccnn3C)C2)cc1OC (stereo not drawn)
3. CC(=O)Nc1cccc(-c2nc3ccc(NC(C)=O)cc3[nH]2)c1
4. CCOC(=O)c1nnn(-c2nonc2N)c1-c1ccc(OCC)cc1
5. O=C(CCNC(=O)C1CCN(S(=O)(=O)c2ccc(F)cc2)CC1)NCCc1ccc(Cl)cc1
6. O=C(CSc1nccn1-c1ccc(F)cc1)NCc1ccc2c(c1)OCO2
7. Cc1cc(Nc2cccc(Cl)c2)nc(N2CCOCC2)n1
8. Cc1ccc(/C=C/C(=O)Nc2ccc(O)c3c(=O)cc(-c4ccccc4Cl)oc23)cc1

compound no. | 1 | 2 | 3 | 4 | 5 | 6 | 7 | 8
Rpn11 inh | i | i | i | i | i | i | i | i
Tb MetRS inh | 1.0 | 0.1 | 0.1 | -1.2 | 0.4 | -0.8 | 0.5 | -0.2
PABP1 MLLE inh | -1 | -6 | -6 | -8 | -11 | -15 | -7 | -2
NadD inh | -4 | 6 | -6 | -3 | -1 | -5 | -8 | 16
STEP inh | 6 | -1 | 3 | 1 | -3 | -4 | 2 | 2
LMPTP block | -0.1 | 0.6 | -0.6 | -1.3 | -1.1 | -4.8 | 6.4 | 0.2
SUMO1-SIM PPI | 3 | -3 | 2 | -4 | 0 | 0 | 5 | 6
Scp1 inh | -4 | -5 | -2 | 0 | -11 | -7 | -5 | -7
DNMT1 block | -3 | 2 | 1 | 1 | 0 | 1 | -3 | 1
CSN deneddyl inh | -4 | -3 | -3 | 0 | 3 | 2 | -5 | -2

9. COc1ccc(-c2noc(-c3ccoc3C)n2)cc1OC
10. CCn1c(SCC(=O)N2CCCc3ccccc32)nc2ccccc2c1=O
11. CCC1(c2ccccc2)NC(=O)N(CC(=O)Nc2ccccc2C(=O)NC2CC2)C1=O (stereo not drawn)
12. NC[C@H](Cc1ccccc1)NCCc1cc(C(F)(F)F)cc(C(F)(F)F)c1
13. Cc1cc(NC(=O)CS(=O)(=O)c2cn(Cc3ccc(F)cc3)c3ccccc23)no1
14. Clc1ccc(-n2ncc3c(NCc4ccco4)ncnc32)cc1
15. Nc1ccn([C@@H]2O[C@H](C(=O)NCCCN3CCCC3=O)[C@@H](O)[C@H]2O)c(=O)n1
16. COc1ccc(C(=O)C[n+]2cc(-c3ccc(OC)cc3)n3c2CCCC3)cc1

compound no. | 9 | 10 | 11 | 12 | 13 | 14 | 15 | 16
Rpn11 inh | i | i | i | i | i | i | · | i
Tb MetRS inh | -1.0 | -0.9 | -0.1 | 0.3 | -1.8 | -0.4 | -0.6 | 0.5&-1.7
PABP1 MLLE inh | -11 | 0 | -17 | -3 | 5 | -3 | · | 9&-10
NadD inh | 5 | -2 | -2 | -7 | -1 | 12 | -1 | 1&4
STEP inh | 0 | 2 | -1 | 0 | -3 | 15 | · | 1&-4
LMPTP block | 1.7 | 1.8 | -0.5 | -6.7 | 0.6 | 2.0 | -1.1 | 0.1&-0.5
SUMO1-SIM PPI | 18 | 0 | 1 | -29 | 1 | 4 | 2 | 2&-2
Scp1 inh | -6 | -8 | -4 | -4 | 2 | 4 | · | -1&6
DNMT1 block | -1 | -1 | -1 | 2 | 2 | -8 | · | -3&16
CSN deneddyl inh | 6 | -1 | -5 | 2 | 1 | 6 | -5 | -6&2

14 entries from above, with tabs.
item	molecule	Rpn11 inh	Tb MetRS inh	PABP1 MLLE inh	NadD inh	STEP inh	LMPTP block	SUMO1-SIM PPI	Scp1 inh	DNMT1 block	CSN deneddyl inh
3	CC(=O)Nc1cccc(-c2nc3ccc(NC(C)=O)cc3[nH]2)c1	i	0.1	-6	-6	3	-0.6	2	-2	1	-3
4	CCOC(=O)c1nnn(-c2nonc2N)c1-c1ccc(OCC)cc1	i	-1.2	-8	-3	1	-1.3	-4	0	1	0
5	O=C(CCNC(=O)C1CCN(S(=O)(=O)c2ccc(F)cc2)CC1)NCCc1ccc(Cl)cc1	i	0.4	-11	-1	-3	-1.1	0	-11	0	3
6	O=C(CSc1nccn1-c1ccc(F)cc1)NCc1ccc2c(c1)OCO2	i	-0.8	-15	-5	-4	-4.8	0	-7	1	2
7	Cc1cc(Nc2cccc(Cl)c2)nc(N2CCOCC2)n1	i	0.5	-7	-8	2	6.4	5	-5	-3	-5
8	Cc1ccc(/C=C/C(=O)Nc2ccc(O)c3c(=O)cc(-c4ccccc4Cl)oc23)cc1	i	-0.2	-2	16	2	0.2	6	-7	1	-2
9	COc1ccc(-c2noc(-c3ccoc3C)n2)cc1OC	i	-1.0	-11	5	0	1.7	18	-6	-1	6
10	CCn1c(SCC(=O)N2CCCc3ccccc32)nc2ccccc2c1=O	i	-0.9	0	-2	2	1.8	0	-8	-1	-1
11	CCC1(c2ccccc2)NC(=O)N(CC(=O)Nc2ccccc2C(=O)NC2CC2)C1=O (stereo not drawn)	i	-0.1	-17	-2	-1	-0.5	1	-4	-1	-5
12	NC[C@H](Cc1ccccc1)NCCc1cc(C(F)(F)F)cc(C(F)(F)F)c1	i	0.3	-3	-7	0	-6.7	-29	-4	2	2
13	Cc1cc(NC(=O)CS(=O)(=O)c2cn(Cc3ccc(F)cc3)c3ccccc23)no1	i	-1.8	5	-1	-3	0.6	1	2	2	1
14	Clc1ccc(-n2ncc3c(NCc4ccco4)ncnc32)cc1	i	-0.4	-3	12	15	2.0	4	4	-8	6
15	Nc1ccn([C@@H]2O[C@H](C(=O)NCCCN3CCCC3=O)[C@@H](O)[C@H]2O)c(=O)n1	·	-0.6	·	-1	·	-1.1	2	·	·	-5
16	COc1ccc(C(=O)C[n+]2cc(-c3ccc(OC)cc3)n3c2CCCC3)cc1	i	0.5&-1.7	9&-10	1&4	1&-4	0.1&-0.5	2&-2	-1&6	-3&16	-6&2

(more compounds)
Values run as follows: Rpn11 inh, Tb MetRS inh, PABP1 MLLE inh, NadD inh, STEP inh, LMPTP block, SUMO1-SIM PPI, Scp1 inh, DNMT1 block, CSN deneddyl inh
#17 N#Cc1c(NC(=O)CSC2=NCCS2)sc2c1CCCC2
 : i, -2.4, 1, -5, 1, 2.3, -1, 7, -6, 7
#18 COc1ccc(C(C(=O)NCC2CCCO2)N(C(=O)CNC(=O)c2ccco2)c2ccc(C)c(C)c2)cc1OC (stereo not drawn)
 : i, -0.3, 3, -1, -2, -2.2, 3, -2, -1, 4
#19 C=C(C)CSc1nc(N)c2c3c(sc2n1)CCC3
 : i, 0.3, 26, -2, -1, 1.2, 0, 0, -4, 1
#20 CC(=O)Nc1ccc(NC(=O)COC(=O)c2c(-c3ccccc3)noc2C)cc1
 : i, 0.4, -3, 2, 1, 0.5, 1, -4, -12, 1
#21 CCN(CC)c1ncc(C)c(=O)[nH]1
 : i, -1.8, -5, -1, 1, 0.3, 9, -8, 0, -2
#22 CCOc1ccc(CN2CCNC(=O)C2CC(=O)NCCCC2CCCC2)cc1 (stereo not drawn)
 : i, -0.4, -9, 8, -6, -1.2, -4, -9, -2, 2
#23 O=C(NC1=NCCS1)c1ccc2c(c1)C(=O)N(Cc1ccco1)C2=O
 : i, -0.9, 13, -3, -4, 4.3, -28, -4, 1, 1
#24 Nc1nonc1-n1nnc(C(=O)N/N=C/c2cccc(F)c2)c1CN1CCCC1
 : i, -0.4, 3, 3, 3, 0.7, -7, -2, 10, 4
